Screening results (PubChem BioAssay)
HEK cytotox: kills HEK 293 cells | HEK 293 viability, ATP luminescence (CellTiter-Glo), 48-72 h | Potency, µM (series often up to 115 µM), without a hit: at the top dose activity change, negative = cytotoxicity, actives largely listed as inhibitors | actives 6.6% (n = 94,000) | AID 1345083; note: potency is the fitted concentration of half-maximal effect; nearly all actives have a fitted effect of over 60% in size
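CellTiter-Glo luminescence (cellular ATP) was read after 48 or 72 hr of compound exposure at 37 degree Celsius. Cells were HEK 293 plated at 250 cells/well.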
Luciferase inh: blocks purified firefly luciferase enzyme activity; Potency, µM (doses to about 115 µM), for the others: at the highest dose activity change, negative = inhibition, actives largely listed as inhibitors; purified P. pyralis luciferase, luminescence, biochemical; actives 2.5% (n = 76,000); AID 1347043; note: potency is the fitted concentration of half-maximal effect; nearly all actives have a fitted effect of over 65% in size
Target sequence (P08659 whole entry, looked up): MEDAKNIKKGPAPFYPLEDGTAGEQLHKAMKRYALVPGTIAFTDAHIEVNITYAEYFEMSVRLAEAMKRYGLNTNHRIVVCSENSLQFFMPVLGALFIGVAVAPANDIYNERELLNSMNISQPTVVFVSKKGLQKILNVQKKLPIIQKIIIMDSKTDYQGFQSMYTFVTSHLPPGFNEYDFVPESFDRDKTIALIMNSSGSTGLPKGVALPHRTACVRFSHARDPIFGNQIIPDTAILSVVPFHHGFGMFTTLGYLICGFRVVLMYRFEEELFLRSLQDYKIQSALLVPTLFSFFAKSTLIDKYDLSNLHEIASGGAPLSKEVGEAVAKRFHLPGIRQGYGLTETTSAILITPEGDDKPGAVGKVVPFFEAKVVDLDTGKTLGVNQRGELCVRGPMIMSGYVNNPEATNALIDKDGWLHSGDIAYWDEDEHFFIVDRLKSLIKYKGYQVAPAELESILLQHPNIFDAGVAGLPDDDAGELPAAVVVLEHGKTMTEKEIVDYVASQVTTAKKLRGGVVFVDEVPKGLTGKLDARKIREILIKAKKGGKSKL
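Purified P. pyralis luciferase (10nM final) in 50mM Tris acetate pH 7.5, 10mM Mg acetate, 0.01% Tween-20, 0.05% BSA with 10uM D-luciferin and 10uM ATP. Compounds titrated qHTS. Luminescence imaged on CCD.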
SNCA expr inhib: reduces expression of the alpha-synuclein gene | AID 1671194 | actives 0.17% (n = 140,000) | Potency, µM (highest dose often 57.2 µM), inactives show top-dose activity change, negative = inhibition, actives largely listed as inhibitors | HEK-293 SNCA-luciferase knock-in, luminescence, 24 h;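 note: potency is the fitted concentration of half-maximal effect; plate controls were DMSO cells for no effect and cell-free wells for full effect; nearly all actives have a fitted effect of over 45% in size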
IP6K1 inhibitor: inhibitors of human IP6K1; Q92551; IP6K1 kinase, ADP-Glo luminescence, 2 h; hits give low values; activity change, % (series mostly up to about 58 µM); actives 0.81% (n = 140,000); in the data active = activity change below about -25%
Target sequence (Q92551 whole entry, looked up): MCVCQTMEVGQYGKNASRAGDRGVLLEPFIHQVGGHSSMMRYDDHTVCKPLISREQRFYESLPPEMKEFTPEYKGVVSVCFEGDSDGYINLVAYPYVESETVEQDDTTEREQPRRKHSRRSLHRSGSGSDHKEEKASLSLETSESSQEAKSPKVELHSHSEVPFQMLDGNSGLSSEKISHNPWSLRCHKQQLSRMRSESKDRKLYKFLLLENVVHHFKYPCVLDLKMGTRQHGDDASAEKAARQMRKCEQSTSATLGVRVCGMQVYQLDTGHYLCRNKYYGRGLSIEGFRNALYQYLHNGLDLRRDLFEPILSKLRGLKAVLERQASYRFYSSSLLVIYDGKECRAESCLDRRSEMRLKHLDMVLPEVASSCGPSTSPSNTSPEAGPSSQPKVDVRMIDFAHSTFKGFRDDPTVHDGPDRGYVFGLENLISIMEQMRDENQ
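ADP-Glo luminescence measures ADP made by human IP6K1 during a 2 h RT reaction with ATP/IP6 (mix at 1.3 mM/130 uM); top library doses 57.5 and 19.1 uM final.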
NIH3T3 tox: cytotoxic compounds in NIH 3T3 cells; actives 4.3% (n = 94,000); NIH 3T3 viability, CellTiter-Glo ATP luminescence, 48-72 h; Potency, µM (doses to about 96.7 µM), without a hit: at the highest dose activity change, negative = cytotoxicity, actives largely listed as inhibitors; AID 1345082; note: potency is the fitted concentration of half-maximal effect; nearly all actives have a fitted effect of over 55% in size
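Luminescent ATP readout (CellTiter-Glo, 10 min RT) after 48 or 72 hr compound exposure of NIH 3T3 cells seeded at 400 cells/well in 1536-well format; quantitative HTS.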
GPT2 inh: blocks human glutamate pyruvate transaminase 2. actives 0.25% (n = 100,000). Recombinant GPT2, coupled pyruvate oxidase/HRP Amplex Red fluorescence. AID 1671188. Potency, µM (series often up to 57.7 µM), inactives show at the highest dose activity change, negative = inhibition, most hits filed as inhibitors; note: potency is the fitted concentration of half-maximal effect; nearly all actives have a fitted effect of over 60% in size; many of its hits are not listed in these tables
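Fluorescence read-out: pyruvate from GPT2 turnover coupled to pyruvate oxidase, HRP and Amplex Red (0.2mM ThPP, 0.2U/mL PO and HRP, 50uM Amplex final). Substrates 250uM a-KG, 2mM L-alanine; enzyme 10ng/uL; 30 min RT.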
SNCA viab count: cell viability loss counter-screen | HEK-293-SNCA-luc viability, GF-AFC fluorescence, 24 h | Potency, µM (titrated, usually from 57.1 µM), for the others: at the top dose activity change, negative = cytotoxicity, actives largely listed as cytotoxic | actives 0.12% (n = 150,000);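 note: potency is the fitted concentration of half-maximal effect; 0% = DMSO-treated cells and -100% = medium-only wells without cells; nearly all actives have a fitted effect of over 30% in size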
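Cytotoxicity counterscreen: after 24 h compound treatment of genome-edited SNCA-luciferase HEK-293 cells, live-cell protease substrate GF-AFC read by fluorescence after 30 min; activity scaled between DMSO (0%) and medium-only (-100%), curves Hill-fitted.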
* = called active by the depositor; i = inactive; u = inconclusive; x = not tested or not shown; & = joins results of further samples; ! = repeats disagree; [ ] = remark or other dose. Unless noted, calls come from the whole dose curve; as a rule, active = well fitted curve in the direction sought with a large enough effect; inconclusive = small, poorly fitted or top-dose-only effect, or another doubt; inactive = no such curve, though single readings can be large; an effect the other way counts as inactive or inconclusive. Unless noted, % is set by controls: 0 for no effect and ±100 for the full control effect.

Structure | GPT2 inh | HEK cytotox | Luciferase inh | SNCA viab count | IP6K1 inhibitor | SNCA expr inhib | NIH3T3 tox
O=C(Cn1ccn2nc(-c3ccc(F)cc3)c(CO)c2c1=O)N1CCc2ccccc21 | -12% | 2% | -5% | 1% | 23 | 6% | i
CCOc1ccccc1NC(=O)CN1C(=O)C(c2ccccc2)=NC12CCCCCC2 | i | u | -20% | -18%[12.5 µM] | 5 | -26% | u
O=C(NCc1ccc(N2CCCCC2)cc1)C1CCCN(c2cn[nH]c(=O)c2)C1 (centres undefined) | i | -15% | -26% | 0% | 21 | 20% | -30%
Cn1cccc1-c1noc(C2CCN(Cc3nc(-c4ccc(F)cc4)no3)CC2)n1 | 1% | u | x | 4% | 2 | -3% | u
COc1ccc(-c2noc(-c3cccn3CC(=O)Nc3ccc(F)cc3)n2)cc1F | -9% | 4% | 2% | -3% | 20 | 19% | i
Cc1cccc(OCC(=O)Nc2ccccc2OCc2cc(=O)n3ccccc3n2)c1 | x | x | x | 22% | 20 | 15% | x
Cc1nc(-c2ccc(Cl)cc2)n(Cc2ccc(F)c(F)c2)c(=O)c1CCO | i | 45µM* | 0% | 4% | -1 | -13% | u
CCOc1ccc(CNC(=O)c2cc(-c3ccc(Cl)s3)nc3ccccc23)cc1 | x | x | x | 15% | -14 | 12% | x
Cc1nn(-c2ccccc2)c2c1N(CC(=O)NCc1ccc(N(C)C)cc1)C(=O)CS2 | x | x | x | -3% | -12 | u | x
CN1CCCCCCN(C(=O)CCc2ccccc2)[C@H]2CCC[C@H]2C1=O | -8% | u | 0% | -6% | 4 | -22% | -2%

Next part.
Structure | GPT2 inh | HEK cytotox | Luciferase inh | SNCA viab count | IP6K1 inhibitor | SNCA expr inhib | NIH3T3 tox
COc1ccc(NC(=O)c2cccc3c(=O)c4c([nH]c23)CCCC4)cc1 | x | x | x | -6% | 1 | 17% | x
O=C1[C@H]2CN(Cc3c[nH]c4ccccc34)C[C@H]2C(=O)N1CCc1ccccc1 | i | u | 8% | 8% | -5 | -5% | -29%
CCCCn1c(=O)c(C(=O)N2CCN(Cc3ccccc3)CC2)nc2cccnc21 | i | u | x | -7% | 7 | -28% | u
O=C(c1ccc2oc(-c3ccnc(Cl)c3)nc2c1)N1CCOCC1 | 2% | u | x | -5%[12.5 µM] | -14 | -23% | 35µM*
O=C(c1ccccc1F)N1CCC(c2nc3c(nnn3Cc3cccc(F)c3)c(=O)[nH]2)CC1 | x | x | x | 3% | 14 | 37%[activator] | x
O=C(NCc1cccnc1)[C@@H]1C[C@@H](O)CN1C1CCN(C(=O)c2n[nH]c3ccccc23)CC1 | 2% | i | 9% | -1% | -3 | -13% | 2%
COC(=O)c1ccc(NC(=O)Cn2c(C)cc3nc4n(c(=O)c32)CCCCC4)cc1 | i | u | 0% | 0% | 13 | -4% | i
CCN1C(=O)c2ccccc2Sc2ccc(NC(=O)N3CCN(c4cc(C)ccc4C)CC3)cc21 | x | x | x | 1% | 0 | u | x
COC(=O)c1cc2sc(C)cc2n1Cc1nc(-c2cccc(Br)c2)oc1C | x | x | x | 10% | 12 | 10% | x
CCNc1nc(NCc2ccc(F)cc2)c2cnn(C)c2n1 | x | x | x | -9% | -18 | 5% | x

Quoted from above, 2 compounds:
Structure | GPT2 inh | HEK cytotox | Luciferase inh | SNCA viab count | IP6K1 inhibitor | SNCA expr inhib | NIH3T3 tox
CCCCn1c(=O)c(C(=O)N2CCN(Cc3ccccc3)CC2)nc2cccnc21 | i | u | x | -7% | 7 | -28% | u
O=C(c1ccc2oc(-c3ccnc(Cl)c3)nc2c1)N1CCOCC1 | 2% | u | x | -5%[12.5 µM] | -14 | -23% | 35µM*

(further entries)
Structure | GPT2 inh | HEK cytotox | Luciferase inh | SNCA viab count | IP6K1 inhibitor | SNCA expr inhib | NIH3T3 tox
CC(=O)c1ccc(NC(=O)CCCSc2nc(-c3ccco3)cc(C(F)(F)F)n2)cc1 | x | x | x | 12% | -3 | 11% | x
O=C(C1CCC1)N1CCC[C@H]1c1nc(-c2ccc(F)cc2)n[nH]1 | -10% | -6% | x | -20% | 11 | 2% | -7%
CCc1ccc2oc(-c3ccc(NC(=O)c4cc(OC)c(OC)c(OC)c4)cc3)nc2c1 | x | x | x | -14% | 20 | -7% | x
Cc1noc(C)c1[S+](=O)([O-])NC1CCN(Cc2cccc(-c3cccs3)c2)CC1 | 4%&-10% | 22µM*! | x | 5%[12.5 µM] | -6&7 | 3%&-9% | 40µM*!
COc1ccc(C(=O)NNc2ncnc3c2cnn3-c2ccc(C)cc2C)cc1 | x | x | x | -3% | 33 | 8% | x
COc1cccc(CNC(=O)[C@@]23CCCC[C@H]2N(CCc2ccccc2)C(=O)CC3)c1OC | 0% | u | 5% | 7% | -12 | -14% | -24%
CN(C)C[C@@H]1CN(C)C[C@H]1NC(=O)C1CCC1 | i | i | -4% | -1% | -3 | 3% | 3%
Cn1c(=O)c2c(nc(Oc3ccccc3Cl)n2Cc2ccc(C#N)cc2)n(C)c1=O | x | x | x | 0% | -1 | -7% | x
CNC(=O)c1cccc(-c2cnc3[nH]cc(CC(=O)NCc4cccc(F)c4)c3c2)c1 | -1%[88.5 µM] | u | u | u | -14 | u | 89µM*
Cc1cn2nc(C(=O)NCc3ccccc3C)cc2c(=O)[nH]1 | 3% | 1% | u | 3% | 11 | 30% | 1%

The listing continues.
Structure | GPT2 inh | HEK cytotox | Luciferase inh | SNCA viab count | IP6K1 inhibitor | SNCA expr inhib | NIH3T3 tox
O=C1N[C@H](CCC(=O)N2CCN(Cc3ccccc3Cl)CC2)C(=O)Nc2ccccc21 | -11% | -5% | 3% | -1% | 3 | 12% | 5%
Cn1ncc2c(C(=O)NCC(F)(F)F)cc(-c3ccccc3F)nc21 | x | u | x | x | -2 | x | -34%[138 µM]
CCN1c2cc(C(=O)Nc3cccc(C)c3)ccc2C(=O)N2CCCCC21 (centres undefined) | i | 32µM* | -8% | 2%[12.5 µM] | 4 | 2% | 35µM*
COCC(=O)N[C@@H]1CN(Cc2ccc(Cl)cc2F)C[C@H]1CO | -6% | -6% | 7% | -2% | -12 | 12% | -9%
O=C(C1CC1)N1CCCC(c2nc(C3CCOCC3)no2)C1 (centres undefined) | i | 3% | 1% | 5% | -9 | 10% | -8%
C=C1C(=O)O[C@@H]2[C@H]3C(C)=CC(=O)C3=C(C)[C@@H](OC(=O)/C(C)=C\C)[C@H](O)[C@@H]12 | 5%[27.3 µM] | x | x | u | 8 | x | x
Cc1nn(C)c(C)c1S(=O)(=O)N1CCC2(CC1)CC(N1CCN(C)CC1)CCO2 (centres undefined) | i | -1% | 5% | 6% | 1 | -16% | i
CC(C)NC(=O)C1CCC(=O)N1C1CCN(C(=O)C2CCC2)CC1 (centres undefined) | -3% | -16% | x | 4% | 17 | -5% | -23%
COc1ccccc1CNC(=O)CN1CCn2nc(C(C)O)cc2C1 (centres undefined) | i | 5% | -3% | -11% | 1 | -2% | -1%
COc1ccc(C(=O)Nc2cccc(-c3nc4cccnc4s3)c2C)c(OC)c1 | x | x | x | -3% | 3 | 53%[activator] | x

Next section:
Structure | GPT2 inh | HEK cytotox | Luciferase inh | SNCA viab count | IP6K1 inhibitor | SNCA expr inhib | NIH3T3 tox
O=C(Cc1c[nH]c2ccccc12)N1CCC(Cc2nc(C3CC3)n[nH]2)C1 (centres undefined) | 2% | -7% | 14% | -2% | -6 | -4% | -8%
CCOc1ccccc1N(C)C(=O)C1CCCN(c2ncnc3onc(-c4ccc(F)cc4)c23)C1 (centres undefined) | x | x | x | -1% | -13 | -16% | x
CN1C[C@H](NCc2nccn2C)CCC[C@@H](C(=O)N(C)Cc2cccnc2)CC1=O | 0%[88.5 µM] | 3%[172 µM] | -1%[172 µM] | 1%[87.6 µM] | 8 | -15%[87.6 µM] | i
O=C(NC1CCCN(c2cc(-c3ccccc3)[nH]n2)C1)c1cccc(F)c1 (centres undefined) | u | 25µM* | u | -15% | 27 | 42%[activator] | u
COc1ccc(CNC(=O)CN2C(=O)NC3(CCCCC3)C2=O)cc1 | -12% | 2% | 14% | 11% | 37 | 4% | -2%
CSCc1ccc(C(=O)N2CC[C@@H]3[C@@H](CCC(=O)N3CCN)C2)o1 | -15% | -4% | -6% | 3% | 9 | 8% | 1%
CN1[C@@H](CCC(=O)N2CCCC2)CNC(=O)[C@@H]2[C@H]1CCN2CC(C)(C)C | -7%[88.5 µM] | -2%[172 µM] | -1%[172 µM] | -2%[87.6 µM] | 1 | -5%[87.6 µM] | -16%[174 µM]
O=C(NCc1ccc(F)cc1)C1CCc2nnc(C3CCN(C(=O)c4ccccc4)CC3)n21 (centres undefined) | -10% | i | x | 4% | -4 | -22% | i
CCOc1ccccc1CNC(=O)C1CCN(S(=O)(=O)c2cccc3nonc23)CC1 | x | x | x | 6% | 22 | u | x
Cn1cnc2cc(NC(=O)C[C@H]3NC(=O)c4ccccc4NC3=O)ccc21 | i | -6% | -16% | 5% | 2 | -17% | -1%

(listing goes on)
Structure | GPT2 inh | HEK cytotox | Luciferase inh | SNCA viab count | IP6K1 inhibitor | SNCA expr inhib | NIH3T3 tox
CC1=C(C(=O)Nc2ccc(C)cc2C)C(c2ccc(C(C)C)cc2)n2nc(C(F)(F)F)nc2N1 (centres undefined) | x | x | x | -12% | 2 | -30% | x
COCCNC(=O)C1(F)CCN(C(=O)c2cnc(C)cn2)CC1 | -7% | -3% | x | 9% | 14 | 8% | -2%
CCCN1CCC(c2cccc(S(C)(=O)=O)c2)CC1 | 1% | x | x | -10% | 18 | x | x
Cc1cccc(Cn2c(=O)n(-c3ccc(Cl)c(Cl)c3)c(=O)c3c(C)c(C)sc32)c1 | x | x | x | 2% | 6 | 10% | x
COc1ccc(S(=O)(=O)N[C@H]2C[C@@H](c3nc(C(C)C)no3)N(C)C2)cc1 | -11%[88.5 µM] | -12%[172 µM] | 3%[172 µM] | 4%[87.6 µM] | 8 | -14%[87.6 µM] | -27%[174 µM]
CN(C)c1cc(N2CCCC(NC(=O)c3ccoc3)C2)ncn1 (centres undefined) | 4% | 10% | 5% | 4% | 5 | 3% | i
CCc1noc(-c2cccn3c(CNC(=O)Cc4cccc(F)c4)nnc23)n1 | i | -9% | -10% | -6% | 8 | -14% | -26%
CCOc1ccc(-c2cc3nc(C4CCN(C(=O)OC(C)(C)C)CC4)c(C(=O)Nc4c(C)cccc4C)cn3n2)cc1 | x | x | x | -6% | 15 | 4% | x
O=C(Cc1ccccc1)Nc1ccnn1C1CCN(Cc2cn[nH]c2-c2ccccc2)CC1 | 3% | 0% | 14% | -16% | -10 | 14% | 1%
CCC(C(=O)Nc1ccc(C(=O)OC)cc1)n1c(=O)c(-c2ccccc2NC(C)=O)nc2ccccc21 (centres undefined) | x | x | x | u | -5 | u | x
CN(C)c1cc(N2CCCC(NC(=O)c3ccccc3F)C2)ncn1 (centres undefined) | i | -25% | 6% | -9% | 3 | 6% | -2%

Compounds were not picked by outcome. Share with any hit: about 7.7%.
